# LGR2 antag: inhibitors of bursicon-induced Drosophila LGR2 receptor cAMP signaling; HEK293 LGR2, CRE-luciferase, bursicon-stimulated, 4 h; inhibition, % at 9.99 µM; 380,000 compounds, 0.35% hits;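 active = drop in luminescence signal, shown as inhibition above about 50% in the replicate tests, limit read from the data, passing the limit was not always enough; inconclusive = probably only some replicates passing the limit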;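 also: agonist challenge used bursicon conditioned medium at about half maximal strength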
# Xi reactivation: reactivates the inactive X chromosome in mouse fibroblasts | activation, % at 7.58 µM | 360,000 compounds, 0.055% hits | XiGFP mouse fibroblasts, % GFP-positive cells imaging, 3 d; cells co-treated with 5-aza-dC sensitizer; scaled so ellipticine positive control = 100%;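 active = mean normalized replicate activation at least 10% and every replicate at or above 10%; inconclusive = only one of the two criteria met; inactive = mean below 10% and not all replicates reach 10%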;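 also: 0% = median of on-plate neutral control wells and 100% = ellipticine 6 µM median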
#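 material = 68-5-11 XiGFP fibroblast line | medium = DMEM plus 5-aza-dC sensitizer | schedule = 3 days compound exposure | benchmarks = positive control ellipticine, 6 µM final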
# ERAP1 inh: blocks human ERAP1 aminopeptidase activity. Q9NZ08. recombinant ERAP1, Leu-AMC fluorescence, 60 min. inhibition, % at 10.7 µM. 340,000 compounds, 0.15% hits. AID 652197;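 active = mean replicate inhibition of at least 30%, or all replicates individually reaching that 30% level; inactive = mean below 30% and not every replicate reaching it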;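 also: 0% = neutral control wells and 100% = L-leucinethiol positive control wells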
# PGC1a acetyl inh: lowers PGC1a acetylation signal in U2OS cells | AlphaScreen anti-acetyl-lysine; with virally co-expressed GCN5 acetyltransferase | inhibition, % at 15.6 µM | 350,000 compounds, 0.17% hits | AID 651687;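 active = every replicate shows inhibition of at least 40%; inconclusive = mean inhibition at least 40% but some replicate below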;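 also: 0% = neutral control wells and 100% = positive control wells; some results beyond the cut were filed as inactive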
# SIRT5 inh: sirtuin-5 (human) deacylase inhibition | Q9NXA8 | Purified SirT5, succinyl-peptide AMC, trypsin-coupled fluorescence | inhibition, % at 15 µM | 330,000 compounds, 1.1% hits | AID 652115; in the data active = inhibition above about 15%; inconclusive = no clear call, values can overlap the other calls
# Target sequence (Q9NXA8 whole entry, looked up): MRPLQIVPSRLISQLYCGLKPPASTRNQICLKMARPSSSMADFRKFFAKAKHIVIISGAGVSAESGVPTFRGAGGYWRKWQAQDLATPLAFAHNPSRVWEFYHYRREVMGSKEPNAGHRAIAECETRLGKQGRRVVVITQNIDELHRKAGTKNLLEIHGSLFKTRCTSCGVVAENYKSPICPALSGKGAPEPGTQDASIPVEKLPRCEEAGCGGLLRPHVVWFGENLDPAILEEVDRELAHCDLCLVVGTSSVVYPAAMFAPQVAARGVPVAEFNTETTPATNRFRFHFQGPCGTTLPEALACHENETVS
# C2C12 statin: protects C2C12 myotubes from simvastatin toxicity; ATP luminescence, 48 h; scaled: DMSO 0, geranylgeraniol control 100; rescue of ATP level, % at 7.49 µM; 330,000 compounds, 0.78% hits;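 active = mean ATP rescue above about 67%, or every replicate alone reaching that limit, limit read from the data, passing the limit was not always enough; inconclusive = no clear call, values can overlap the other calls; inactive = mean under the limit and some replicate under it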;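 also: myotubes were challenged with 10 µM simvastatin during compound exposure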
# Cneo AK release: Cryptococcus neoformans lysis via adenylate kinase release; C. neoformans lysis, adenylate kinase release luminescence, 4 h; normalised: neutral wells 0, clomiphene wells 100; lysis activity, % at 15 µM; 360,000 compounds, 0.2% hits;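 active = mean lysis activity across replicates of at least 80%, whatever share of replicates individually reach that level; inactive = mean lysis activity below 80%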
#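 Material: C. neoformans cells; Schedule: 4 h static compound exposure, 37 °C, read 1 h post-reagent; Measured by: adenylate kinase release luminescence; Read-out: signal increase indicating cell lysis; Controls: Clomiphene as positive lysis control.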
# S100A4 MyoIIA: blocks human S100A4 binding to myosin IIA peptide; S100A4/TAMRA-MyoIIA peptide fluorescence polarization; inhibition, % at 10.7 µM; 360,000 compounds, 0.14% hits;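 active = mean inhibition of at least 70% across replicates, with every replicate also reaching that level; inconclusive = mean inhibition reaches 70% but some replicates fall short; inactive = mean inhibition below 70%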
# Target sequence (P26447 whole entry, looked up): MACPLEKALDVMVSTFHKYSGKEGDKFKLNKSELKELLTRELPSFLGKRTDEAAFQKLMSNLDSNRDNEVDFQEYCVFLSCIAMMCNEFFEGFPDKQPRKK
#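 Assay system: human S100A4 monomer with TAMRA-labelled myosin IIA peptide / Buffer or medium: Calcium-containing HEPES buffer, pH 7.2 / Reagent: TAMRA-labelled myosin IIA heavy-chain peptide probe, 5 nM / Compound: one dose per compound / Timing: polarization read 5 min after assay mix addition, stable 5–60 min / Benchmarks: neutral control DMSO, positive control TFP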
# * = called active by the depositor; ? = inconclusive; · = no result given; & = joins results of further samples. Only part of the results is shown (hit frequency here may not be typical).
SMILES,LGR2 antag,Xi reactivation,ERAP1 inh,PGC1a acetyl inh,SIRT5 inh,C2C12 statin,Cneo AK release,S100A4 MyoIIA
COc1cccc(CN(C)C(=O)c2cc(S(=O)(=O)NC3CCCCC3)ccc2C)c1,-9,0.4,-1,1,-2,-4,1,-2
COc1ccc(NC(=O)Nc2ccc3c(c2)C(=O)N([C@H](C)CO)C[C@H](C)[C@@H](CN(C)C(=O)Nc2c(C)noc2C)O3)cc1,12&-4,1.6&0.0,0,7&-22,1,8,12,-5
COc1ccc(NC(=O)Nc2ccc3c(c2)C(=O)N([C@@H](C)CO)C[C@@H](C)[C@@H](CN(C)CC2CCCCC2)OCCCC[C@@H](C)O3)cc1,0,0.0,2,-20,-4,-353,2,1
Cc1ccc(S(=O)(=O)Nc2ccc3c(c2)C(=O)N([C@@H](C)CO)C[C@@H](C)[C@@H](CN(C)Cc2ccncc2)O3)cc1,-9,-0.1,5,-10,7,-16,-3,3
Cc1cc(C(=O)OCC(=O)c2ccc(Cl)c([N+](=O)[O-])c2)c2cccc(C)c2n1,0,0.4,9,·,4,·,·,-4
CN(C(=O)c1cccc(NC(=O)Cc2ccc(NC(=O)C3CCN(C(=O)CCc4ccccc4)CC3)cc2)c1)C1CCCC1,-9,0.4,-1,·,-3,·,·,-2
CCC(=O)N1CCCCN2[C@H](C1)[C@@H](c1ccc(/C=C/c3ccccc3)cc1)[C@@H]2CO,10,0.0,1,-5,1,·,1,4
CN1CCN(c2ccc(C(CC(N)=O)NC(=O)c3ccccc3)cc2[N+](=O)[O-])CC1 (stereo not drawn),-23,0.0,0,4,·,·,-1,-4
CCCCCC(=O)Nc1cc(S(=O)(=O)N2CCOCC2)ccc1Oc1ccc(OCC)cc1,0,0.0,-2,12,1,-10,0,-2
COc1ccc(C(=O)C2CCCN(C(=O)c3ccc(CSC)o3)C2)cc1F (stereo not drawn),2,0.0,-2,9,-1,-2,2,-2
CC(C)CC#Cc1cnc2c(c1)C(=O)N([C@@H](C)CO)C[C@H](C)[C@H](CN(C)Cc1cncnc1)O2,13,-0.7,1,-7,2,1,0,8
O=C1C2=C(c3ccccc31)[N+](=O)[C@@H]1CCCC[C@@H]1N2[O-],4,·,-3,25,1,19,-3,5
COc1ccc(CNc2nc3ccccc3n2C(C)C)cc1,-4,0.0,0,-4,-3,-16,1,-1
COc1ccccc1/C=N/NC(=O)c1cccc(OC(F)(F)C(F)F)c1,-24,0.0,0,·,0,·,·,2
C[C@]12C=CC(=O)C=C1CC[C@@H]1[C@@H]2[C@@H](O)C[C@@]2(C)[C@H]1CC[C@]2(O)C(=O)CO,4,0.0,-2,1,-1,10,1,-1
CCOC(=O)c1ccc(N=CC2=C(O)CC(C)(C)CC2=O)cc1,8,·,·,-5,·,-30,1,·
OC[C@H]1[C@H](c2ccc(C#Cc3ccccc3)cc2)[C@@H]2CN(CC3CCOCC3)CCCCN12,-19,0.0,2,-21,0,·,1,16
COCC(=O)N1C[C@@H]2[C@H](c3ccccc31)[C@H](CO)N2Cc1ccccc1,4,0.5,·,0,-1,-3,-1,·
C[C@@H]1CN([C@H](C)CO)C(=O)c2cc(NS(=O)(=O)c3ccc(F)cc3)ccc2O[C@@H](C)CCCCO[C@@H]1CN(C)C(=O)c1ccccc1,-3,0.0,1,-5,4,·,0,54
C[C@@H]1CN([C@@H](C)CO)C(=O)CCCn2cc(nn2)CO[C@@H]1CN(C)S(=O)(=O)c1cccs1,5,0.4,-2,-7,-4,0,5,-1
CC(=O)C1=CCC(c2ccccc2Cl)N(S(=O)(=O)c2ccc(C)cc2)C1 (stereo not drawn),14,0.0,-3,-4,-3,-20,-3,2
Cn1c(=O)oc2cc(S(=O)(=O)NC3CCN(Cc4ccccc4)CC3)ccc21,·,0.0,1,·,-2,1,2,-2
CCOC(=O)C1=C(O)/C(=C\c2ccc(CNS(=O)(=O)c3ccc(Br)cc3)o2)N=C1C,3,0.2,·,6,·,12,0,·
CCCCCCCCNS(=O)(=O)CCNCc1ccccc1OC,9,-0.1,·,·,-2,-9,-2,-4
COc1ccccc1S(=O)(=O)N(C)C[C@@H]1OCc2cnnn2CCCC(=O)N([C@H](C)CO)C[C@H]1C,9&-8,0.0,0&-1,7&8&2,-9&1,5&11&-3,0&-3,15&0
C[C@@H]1CN([C@H](C)CO)C(=O)c2cc(NS(C)(=O)=O)ccc2O[C@@H](C)CCCCO[C@H]1CN(C)Cc1ccc(C(=O)O)cc1,11,0.0,2,10,-4,·,2,2
O=c1ccc(Cc2ccc(Cl)cc2)n[nH]1,-1,0.2,-5,·,-6,·,·,24
Cc1nn(-c2ccccc2)c2c1C(c1ccc([N+](=O)[O-])cc1)N1C(=N2)C(=O)Nc2ccccc21 (stereo not drawn),27,0.0,0,·,-1,·,·,-1
COCCNC(=O)NC12CC3(C)CC(C)(CC(C)(C3)C1)C2,4,-0.1,3,·,8,·,·,2
C=CCc1cccc(C=Nc2cccn3cc(-c4ccccc4)nc23)c1O,-52,0.0,-8,-9,-5,-3,·,6
COc1cccc(-c2nc3n(n2)CCc2ccccc2-3)c1,-75,0.1,-3,-1,-2,5,-11,-3
O=C(CCc1nc(-c2ccccc2)c(-c2ccccc2)o1)OCc1ccc(Cl)cc1,5,·,·,10,·,8,2,·
CSc1ccccc1OCc1cc(C(=O)NCCC2=CCCCC2)no1,-17,0.3,2,·,0,-21,1,0
Cc1cc(C)nc(NC(=O)c2cccs2)c1,-21,0.0,1,4,-2,35,1,-3
Cc1ccc(C)c(S(=O)(=O)NCc2ccc(C(=O)N3CCN(c4ccccc4)CC3)cc2)c1,-5,0.0,-4,-10,-1,-31,4,-5
O=C(O)c1ccc(Cn2ccc3ccccc32)o1,-11,0.1,0,9,1,32,3,13
C[C@H](NC(=O)[C@H]1[C@H](CO)[C@H]2Cn3c(ccc(-c4cccc(F)c4)c3=O)[C@H]2N1C)c1ccccc1,12,0.4,6,·,-5,·,·,-1
CCCCOC(=O)Nc1nc2ccc([N+](=O)[O-])cc2s1,-19,0.0,-1,12,-2,·,·,-9
Cc1ccccc1-n1ncc2c(SCC(=O)NC3CCCC3)ncnc21,8,0.3,-8,2,0,19,0,1
COCCCNC(=O)[C@]1(Cc2ccccc2N=[N+]=[N-])N=C(c2ccc(OCCCO)cc2)O[C@@H]1c1ccccc1N=[N+]=[N-],·,·,10,2,6,·,-15,-17

# Some of these compounds in order of their number in ERAP1 inh, low to high:
Molecule	ERAP1 inh
COc1ccc(NC(=O)Nc2ccc3c(c2)C(=O)N([C@H](C)CO)C[C@H](C)[C@@H](CN(C)C(=O)Nc2c(C)noc2C)O3)cc1	0
OC[C@H]1[C@H](c2ccc(C#Cc3ccccc3)cc2)[C@@H]2CN(CC3CCOCC3)CCCCN12	2
COCCNC(=O)NC12CC3(C)CC(C)(CC(C)(C3)C1)C2	3

# The results go on.
SMILES,LGR2 antag,Xi reactivation,ERAP1 inh,PGC1a acetyl inh,SIRT5 inh,C2C12 statin,Cneo AK release,S100A4 MyoIIA
COCC(=O)N(C)C[C@H]1Oc2ncc(C#CCC3CCCC3)cc2C(=O)N([C@H](C)CO)C[C@H]1C,10,-0.3,-5,9,8,1,-1,-41
C[C@H](CO)N1C[C@H](C)[C@@H](CN(C)Cc2ccncc2)OCCCC[C@H](C)Oc2ccc(NS(=O)(=O)c3cn(C)cn3)cc2C1=O,-7,0.0,-3,27,0,·,49,-2
COc1cccc(N(CC(=O)NCC2CCCO2)C(=O)CNS(=O)(=O)c2ccccc2)c1 (stereo not drawn),-13,0.0,-3,39,-3,·,·,5
CCOC(=O)c1c(-c2ccc(F)cc2)csc1NC(=O)C1CC=CCC1C(=O)O (stereo not drawn),-12,0.0,4,4,1,-4,·,2
COc1ccc(NC(C)=O)cc1CNC(=O)COc1c(C)c(C)cc(C)c1C,·,-0.1,-3,·,10,·,·,-3
CN(CCc1ccccn1)C(=O)CCC1CCCN(C(=O)c2ccc3c(c2)OCCO3)C1 (stereo not drawn),14,0.2,9,-4,0,·,·,2
CC(C)C(OC(=O)Cn1nnc2ccccc21)C(=O)NC1CCCC1 (stereo not drawn),2,0.1,1,3,4,36,3,-2
COc1ccc(N/N=C(/C#N)S(=O)(=O)c2nsc(C)c2C#N)cc1,-8,·,·,0,·,?,-1,·
O=C(c1ccc(Br)c(S(=O)(=O)N2CCOCC2)c1)N1CCN(C/C=C/c2ccccc2)CC1,-5,0.0,-5,-8,-2,-3,0,-1
CCn1c(=NC(=O)CS(=O)(=O)c2ccccc2)sc2cccc(OC)c21,8,0.2,-1,·,-2,0,0,-4
Cc1nn(C2CCS(=O)(=O)C2)c(C)c1CN(C)C(=O)c1cccc(Cl)c1 (stereo not drawn),-6,-0.1,-8,2,2,5,·,1
CC1CC(C)CN(C(=O)/C=C/c2ccc(S(=O)(=O)N3CCOCC3)cc2)C1 (stereo not drawn),-13,0.0,0,5,-3,8,0,-1
CCCCOC(=O)c1ccc(NC(=O)C(=O)NCCN(CC)CC)cc1,·,0.0,-1,1,1,·,-5,-1
COCC(=O)N1CCC(Oc2ccc(C(=O)NC(C)c3nc(C)sc3C)cc2)CC1 (stereo not drawn),-14,0.2,-3,-13,2,29,1,-7
CC(C)(C)NC(=O)C(c1ccnc2ccccc12)n1c(=O)c(-c2ccco2)nc2ccccc21 (stereo not drawn),1,0.2,·,·,2,·,·,-6
O=C(NC(=S)NNC(=O)c1ccccc1[N+](=O)[O-])c1ccc(Br)cc1,-28,0.0,12,-6,-3,-3,1,0
CN(CC(=O)Nc1ccccc1Br)C(=O)c1sccc1-c1ccccc1,4,0.0,1,-5,-1,-1,0,6
Nc1cc(N)nc(SCC(=O)Nc2ccccc2N2CCOCC2)n1,-34,0.0,1,?,2,3,1,5
COc1ccc(Cl)cc1NC(=O)c1cccc([N+](=O)[O-])c1O,-21,0.0,-3,-1,3,-70,·,-1
Cc1ccc(/C=N/NC(=O)Cn2nnc(N)n2)o1,6,0.0,3,-2,-1,·,-1,0
CCn1c(O)c(/C=C2\C=Nc3ccccc32)sc1=Nc1ccccc1,-58,·,0,-45,-9,9,-2,14
NNc1nc(-c2ccccc2)cc(-c2ccc(Br)cc2)n1,1,0.0,1,-10,1,23,-1,-13
Cc1noc(C)c1S(=O)(=O)Nc1ccc2c(c1)C(=O)N([C@@H](C)CO)C[C@@H](C)[C@@H](CN(C)C(=O)Nc1cccc3ccccc13)OCCCC[C@@H](C)O2,14,0.3,-5,-6,12,·,-2,-8
OCc1cccc(-c2csc(C(O)c3ccco3)n2)c1 (stereo not drawn),-8,0.2,3,5,-5,-7,3,-3
C[C@H]1CN([C@@H](C)CO)C(=O)c2cc(NC(=O)Nc3ccccc3)ccc2O[C@H]1CN(C)Cc1ccc(C(F)(F)F)cc1,14,0.3,-4,-5,7,0,4,9
Cc1cnc(NC(=O)c2c(-c3ccccc3)noc2C)s1,1,0.5,-3,9,3,·,4,-5
Nc1ccc(N=Nc2ccc(O)cc2)c(N)n1,-83,0.0,5,·,·,·,·,2

# Compound activity: PubChem, Broad Institute
